# Bioassay records: PubChem BioAssay, National Center for Advancing Translational Sciences (NCATS)
# A549 tox: kills or reduces viability of A549 cells in Nrf2 counter-screen; Potency, µM (series often up to 46 µM), without a hit: at the highest dose activity change, negative = cytotoxicity, usual class: inhibitors; hit rate 0.16% among 390,000; AID 504648; A549 ARE-Fluc cells, CellTiter-Fluor viability, 18-24 h; note: % is set by controls: 0 for no effect and ±100 for the full control effect
#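 Cytotoxicity counterscreen: CellTiter-Fluor fluorescence was measured in A549 ARE_Fluc cells after 18-24 h of compound exposure in a concentration series. The subsequent BugLite luminescent read reports ARE-luciferase activity.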
# Nrf2 ARE act: activates Nrf2 signaling; hit rate 0.31% among 410,000; AREc32 ARE-luciferase reporter (MCF7-derived line), luminescence, 24 h; Potency, µM (doses to about 46.1 µM), without a hit: at the top dose activation, usual class: activators; note: % of control where 0% means no effect; nearly all actives have a fitted effect of over 65% in size
#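 Each well held 1000 AREc32 cells, which were incubated with compound for 24 hr at 37 deg C after overnight attachment, and ARE reporter activity was quantified by firefly luciferase luminescence.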
# TGFb inhibitor: inhibitors of TGF-b signaling. HepG2 CAGA-GFP TGF-b/SMAD3 reporter, GFP fluorescence, 18 h; TGF-beta stimulated, 500 pg/mL final. Potency, µM (titrated, usually from 46.1 µM), inactives show at the top dose activity, negative = inhibition, most hits filed as inhibitors. hit rate 1.2% among 410,000; note: % is set by controls: 0 for no effect and ±100 for the full control effect; nearly all actives have a fitted effect of over 65% in size
#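 Inhibition of TGF-beta-driven CAGA-GFP reporter expression in HEPG2 cells is measured by cellular GFP fluorescence after 18 h stimulation with 500 pg/mL recombinant TGF-beta in 1% FBS medium at 37 degrees C.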
# HepG2 viability: HepG2 cytotoxicity, counter-screen for TGF-b inhibitors. HepG2 CAGA-GFP viability, ATP luminescence, 18 h. Potency, µM (highest dose often 46.1 µM), inactives show top-dose activity change, negative = cytotoxicity, actives largely listed as cytotoxic. hit rate 0.76% among 410,000. AID 588856; note: some results filed as inactive show a strong effect at the top dose
#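 HepG2 CAGA-GFP cells (1000/well, DMEM with 1% FBS) received compound, then TGF-beta at 500 pg/mL final, and were incubated 18 hours at 37 degrees C. Viability was read by CellTiter-Glo luminescence. Media-only wells were set as complete cell-killing and DMSO as no toxicity.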
# EPAC2 antag: blocks human EPAC2 exchange factor; hit rate 0.18% among 360,000; Q8WZA2; EPAC2 GEF exchange of Rap1B-BODIPY-GDP, fluorescence; Potency, µM (series often up to 114 µM), inactives show at the top dose activity, negative = inhibition, hits mostly inhibitors; note: % is set by controls: 0 for no effect and ±100 for the full control effect; nearly all actives have a fitted effect of over 45% in size; many of its hits are not listed in these tables
# Target sequence (Q8WZA2 whole entry, looked up): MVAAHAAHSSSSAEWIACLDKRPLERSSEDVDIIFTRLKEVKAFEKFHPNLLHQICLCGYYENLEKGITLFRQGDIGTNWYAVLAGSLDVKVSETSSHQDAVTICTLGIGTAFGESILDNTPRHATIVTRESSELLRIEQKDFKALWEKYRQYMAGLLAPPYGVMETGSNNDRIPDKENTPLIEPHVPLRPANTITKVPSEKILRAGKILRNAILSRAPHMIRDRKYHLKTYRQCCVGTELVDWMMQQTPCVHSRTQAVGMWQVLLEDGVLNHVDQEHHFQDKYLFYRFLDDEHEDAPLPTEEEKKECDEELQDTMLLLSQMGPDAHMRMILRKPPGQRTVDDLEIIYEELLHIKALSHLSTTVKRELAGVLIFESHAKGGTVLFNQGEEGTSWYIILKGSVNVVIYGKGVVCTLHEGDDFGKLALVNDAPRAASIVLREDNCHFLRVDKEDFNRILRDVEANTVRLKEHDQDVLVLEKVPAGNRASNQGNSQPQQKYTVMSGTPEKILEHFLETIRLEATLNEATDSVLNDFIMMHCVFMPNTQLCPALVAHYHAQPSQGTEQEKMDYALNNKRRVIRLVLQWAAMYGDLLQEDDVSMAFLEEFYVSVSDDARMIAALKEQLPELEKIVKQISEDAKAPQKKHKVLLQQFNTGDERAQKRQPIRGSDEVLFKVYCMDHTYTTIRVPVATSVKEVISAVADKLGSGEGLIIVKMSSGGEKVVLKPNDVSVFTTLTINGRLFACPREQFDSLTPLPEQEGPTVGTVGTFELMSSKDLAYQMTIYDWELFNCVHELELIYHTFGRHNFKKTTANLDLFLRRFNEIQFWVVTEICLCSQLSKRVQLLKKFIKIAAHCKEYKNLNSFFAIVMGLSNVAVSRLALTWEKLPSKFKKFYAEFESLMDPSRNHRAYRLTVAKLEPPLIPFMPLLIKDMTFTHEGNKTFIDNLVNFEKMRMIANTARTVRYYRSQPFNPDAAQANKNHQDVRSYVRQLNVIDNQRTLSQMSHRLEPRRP
# Nrf2 block: inhibitors of Nrf2 signaling. AID 504444. hit rate 2.1% among 360,000. A549 ARE-Fluc reporter, luciferase luminescence, 18-24 h. Potency, µM (top dose mostly 46 µM), for the others: at the highest dose activity change, negative = inhibition, hits mostly inhibitors; note: % is set by controls: 0 for no effect and ±100 for the full control effect; nearly all actives have a fitted effect of over 60% in size
#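 Reporter: ARE-Fluc in A549. Exposure: 18-24 h, 37 °C, 5% CO2, 5% FBS OPTI-MEM. Readouts: fluorescent cytotoxicity (CellTiter-Fluor), then luminescent Nrf2 signal after BugLite.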
# ATXN2 expr inh: ATXN2 expression inhibition | HEK-293 ATXN2-luciferase reporter, luminescence, 24 h | Potency, µM (titrated, usually from 57 µM), inactives show at the highest dose activity change, negative = inhibition, usual class: inhibitors | hit rate 0.72% among 360,000; note: % is set by controls: 0 for no effect and ±100 for the full control effect; nearly all actives have a fitted effect of over 55% in size
#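 ATXN2-luciferase reporter cells (luciferase flanked by upstream and downstream ATXN2 gene portions) were treated 24 h at 37 °C with compounds at up to 57 uM. SteadyGlo luminescence gave expression; GF-AFC fluorescence gave viability.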
# MCF10A rereplic: induces DNA re-replication in MCF 10a normal breast cells; MCF 10A DNA re-replication, Hoechst nuclear intensity, 48 h; Potency, µM (titrated, usually from 46.1 µM), for inactives: at the highest dose activity, positive = re-replication, usual class: activators; hit rate 2.9% among 350,000; AID 624296; note: % of control where 0% means no effect; nearly all actives have a fitted effect of over 50% in size
# S2 tox: cell viability loss in ATXN counter-screen | S2 cells (HEK-293 line with an ATXN2-luciferase reporter) viability, CellTiter-Fluor protease fluorescence, 24 h | hit rate 0.49% among 400,000 | Potency, µM (titrated, usually from 56.7 µM), actives largely listed as cytotoxic | AID 651635; note: nearly all actives have a fitted effect of over 40% in size
# * hit, by the source's call; i = inactive; ? = inconclusive; . = no result given; [ ] = remark or other dose. Calls come from the whole dose curve; as a rule, active = well fitted curve in the direction sought with a large enough effect; inconclusive = small, poorly fitted or top-dose-only effect, or another doubt; inactive = no such curve, though single readings can be large; an effect the other way counts as inactive or inconclusive. Potency is the fitted concentration of half-maximal effect.
SMILES,A549 tox,Nrf2 ARE act,TGFb inhibitor,HepG2 viability,EPAC2 antag,Nrf2 block,ATXN2 expr inh,MCF10A rereplic,S2 tox
CCC(C)C(NC(=O)OC(C)(C)C)C(=O)NC(C)C(N)=O (centres undefined),0%,-1.1%,1%,8%,20%,14%,5%,-1%,i
CC1C/C(=C\c2cccnc2)C(=O)/C(=C/c2cccnc2)C1 (centres undefined),-10%,-2.5%,?,16µM*,15%,-14%,?,?,.
COc1ccc(NC(=O)C2CCC(CNS(=O)(=O)c3csc(C(N)=O)c3)CC2)cc1 (centres undefined),12%,0.3%,-4%,-6%,.,0%,6%,.,i
O=C(Nc1ccccc1Cl)Nc1cccc2cccnc12,-1%,13µM*,?,-22%,2%,?,38%,?,i
O=C(NCC1CCCCC1)c1ccc2sc([C@H]3C[C@H](O)[C@@H](CO)O3)nc2c1,.,1.6%,4%,-4%,-10%,.,0%,.,i
COc1ccc(NC(=O)c2ccc(OCc3c(C)noc3C)c(OC)c2)cn1,-1%,0.3%,3%,3%,-2%,-21%,-5%,6%,i
COc1ccc(-c2noc(CCC(=O)N3CCN(c4cccc(C)c4C)CC3)n2)cc1,-17%,1.3%,?,-26%,5%,?,-7%,?,i
Cc1ccc(C)c(N2CCN(C(=O)C3CCC(CNS(=O)(=O)c4cccs4)CC3)CC2)c1 (centres undefined),-6%,3.9%,?,-38%,.,18µM*,-3%,.,?
COc1cc(NC(=O)Cc2ccc(OC)c(S(=O)(=O)N3CCOCC3)c2)c(OC)cc1Cl,7%,3.8%,?,-23%,0%,?,-11%,6%,i
Cc1cc(OCC(O)CN2CCOCC2)cc(C)c1Cl (centres undefined),1%,-0.1%,-7%,-5%,6%,-5%,-7%,0%,i
COCCNC(=O)NC(=O)COC(=O)c1cccn1C,2%,0.4%,7%,16%,0%,1%,-14%,?,i
CC(CC(=O)N1CCN(S(=O)(=O)c2ccccc2)CC1)n1cncn1 (centres undefined),7%,-0.9%,-3%,-38%,5%,4%,-1%,1%,i
CCC1(c2ccccc2)NC(=O)N(CC(=O)Nc2cc(S(=O)(=O)N3CCOCC3)ccc2OC(C)C)C1=O (centres undefined),-2%,0.1%,-5%,-6%,-1%,8%,6%,7%,i
Cc1nn(CCCC(=O)NCc2ccc(F)cc2)c(C)c1[N+](=O)[O-],-12%,-0.3%,34%[activator],4%,12%,-4%,11%,-1%,?
CSc1sc(C(=O)N2CCCCC2)c(-c2cccs2)c1C#N,-2%,-0.2%,?,-5%,-18%,-4%,-11%,29%,i
CC(=O)c1c(C)[nH]c(C(=O)OCC(=O)Nc2cc(C)on2)c1C,-6%,2.8%,16%,-29%,-5%,?,-9%,11%,i
Cc1ccccc1C(=O)Nc1nnc(S(=O)(=O)N(C)Cc2ccccc2)s1,7%,-0.1%,0%,-16%,.,-10%,.,.,.
CN(CCCNC(=O)Cn1c(=O)c2cccn2c2ccccc21)Cc1ccccc1,8%,-0.5%,1%,-33%,8%,9%,-12%,0%,i
COc1ccc(OC)c(Nc2nc(NCc3ccco3)nc(N)c2[N+](=O)[O-])c1,?,16%,?,-19%,4%,-17%,?,?,i
COc1ccccc1N(CC1CO1)S(=O)(=O)c1ccc(C)cc1 (centres undefined),5%,7.2%,-9%,2%,2%,-7%,5%,0%,i
Clc1cccc(Cc2c(C3CCCCC3)nc3ccc(Br)cn23)c1,.,8.3%,?,-33%,-16%,.,-16%,.,?
COc1ccc(CNC(=O)CCNS(=O)(=O)c2cc(Br)cnc2N)cc1,5%,-1.0%,10%,2%,1%,0%,3%,3%,i
FC(F)(F)c1ccccc1Cc1c(-c2cccc(Br)c2)nc2ccc(Cl)cn12,.,0.7%,4%,-1%,2%,.,12%,.,i
CC(C)CCNC(=O)c1cc2c(s1)-c1ccccc1S(=O)(=O)C2,-1%,-0.4%,-28%,-28%,9%,17%,5%,?,i
O=C(C1CCCO1)N1CCN(c2ccccn2)CC1 (centres undefined),1%,0.1%,0%,0%,-1%,3%,4%,1%,i
Cc1ccc(NC(=O)N2CCCc3ccccc32)cc1C,4%,-0.2%,-2%,6%,-18%,?,60%[activator],8%,i
Cn1nnnc1SC(C(=O)Nc1ccc(F)cc1)c1ccccc1 (centres undefined),-7%,-0.6%,-18%,1%,-20%,-14%,-9%,1%,i
CCOC(=O)C1=C(N)OC2=C(C(=O)CC(C)(C)C2)C1c1cccnc1 (centres undefined),.,0.1%,8%,-5%,2%,5%,2%,4%,i
O=C(c1ccccc1)N1CCN(c2ccc(Cl)cc2)CC1,0%,0.8%,-16%,-11%,-1%,?,-2%,?,i
CC(=O)N(C)c1ccc(NC(=O)Nc2ccc(Cl)cc2)cc1,-4%,5.3%,8%,-8%,1%,11%,37%,?,?
Cn1c(=O)c(-c2ccccc2N)nc2ccccc21,8%,10%,-21%,-27%,-2%,?,35%,-2%,i
CN(C)c1ccc(CNC(=O)C2Cc3c(-c4ccccc4Oc4ccccc4)ccnc3O2)cc1 (centres undefined),.,-0.1%[9.22 µM],?,-30%,-16%,.,?,.,i
CCNc1ccc(S(N)(=O)=O)cc1[N+](=O)[O-],0%,0.0%,9%,-6%,2%,21%,-8%,-3%,i
CCC1=C2CC[C@H]3C(=O)N(C)C(=O)[C@H]3[C@H]2[C@@]2(Cc3ccccc3)C(=NCC(=O)OC)OC(=O)N2C1=O,-1%,-0.1%,-4%,0%,3%,10%,6%,8%,i
CC1(C)CNc2cc([N+](=O)[O-])ccc2S1,-4%,5.6%,0%,-10%,-8%,?,-18%[11.3 µM],2%,.
O=C(NCCNC(=O)c1cc(F)cc(F)c1)c1cc(F)cc(F)c1,5%,-0.4%,-15%,-3%,2%,-5%,?,9%,i
Cc1noc(/C=C/c2ccco2)c1S(=O)(=O)N1CCC(C(=O)Nc2ccc(F)cc2F)CC1,2%,0.1%,?,-21%,.,-2%,.,.,.
COCCN(C(=O)COC(=O)c1ccccc1NCc1ccco1)c1c(N)n(Cc2ccccc2)c(=O)[nH]c1=O,-7%,7.7%,?,5%,12%,-2%,11%,7%,i
CCOC(=O)c1c(N/C=C(\C#N)c2nc(-c3ccc(OC(C)=O)cc3)cs2)sc2c1CCC2,0%,0.0%,-5%,-1%,4%,3%,-2%,3%,i
CC(=O)c1c(C)[nH]c(C(=O)CSc2nnc(-c3ccco3)o2)c1C,0%,13%,-18%,-3%,-2%,-16%,?,?,i

# Whole records, quoted from the list:
# Profile of CCOC(=O)c1c(N/C=C(\C#N)c2nc(-c3ccc(OC(C)=O)cc3)cs2)sc2c1CCC2 → A549 tox = 0%; Nrf2 ARE act = 0.0%; TGFb inhibitor = -5%; HepG2 viability = -1%; EPAC2 antag = 4%; Nrf2 block = 3%; ATXN2 expr inh = -2%; MCF10A rereplic = 3%; S2 tox = i
# Profile of CC(C)CCNC(=O)c1cc2c(s1)-c1ccccc1S(=O)(=O)C2 → A549 tox = -1%; Nrf2 ARE act = -0.4%; TGFb inhibitor = -28%; HepG2 viability = -28%; EPAC2 antag = 9%; Nrf2 block = 17%; ATXN2 expr inh = 5%; MCF10A rereplic = ?; S2 tox = i

# The list continues:
SMILES,A549 tox,Nrf2 ARE act,TGFb inhibitor,HepG2 viability,EPAC2 antag,Nrf2 block,ATXN2 expr inh,MCF10A rereplic,S2 tox
Cc1ccc(NC(=O)CSc2nnc(-c3cccnc3)s2)cc1,-13%,-0.8%,1%,4%,15%,12%,-1%,1%,?
COc1ccc2c(C)cc(Sc3nnnn3-c3ccccc3)nc2c1,-1%,0.3%,?,5%,-14%,3%,12%,-2%,i
COCCCNC(=S)NNC(=S)Nc1cccc(Cl)c1,-23%,3.5%,2%,-32%,-24%,1%,.,8%,i
COc1ccc(Oc2nc3c(c(=O)n(C)c(=O)n3C)n2Cc2cccc(OC)c2)cc1,-1%,-0.3%,-19%,1%,-2%,-6%,-10%,5%,i
Cc1ccc(S(=O)(=O)NC(=O)c2cccc(C)c2)cc1,0%,-0.7%,2%,7%,3%,0%,8%,-1%,i
CC(=O)n1cc([C@H]2C=C(C(N)=O)O[C@@H](OCc3ccc(CO)cc3)C2)c2ccccc21,0%,5.0%,9%,2%,-4%,2%,-8%,14%,i
Cc1cc(C)cc(NC(=O)Cn2nnc(C(=O)Nc3cc(C)cc(C)c3)c2N)c1,-1%,0.7%,?,-37%,.,-6%,-36%,.,i
CCOc1ccc(-c2nonc2NC(=O)c2oc3c(C)c(C)ccc3c2C)cc1OCC,0%,0.3%,?,-22%,.,-8%,-2%,.,i
Cn1cc([N+](=O)[O-])c(C(=O)NCc2cc3ccccc3[nH]2)n1,1%,0.0%,11%,7%,-1%,-9%,-4%,-1%,i
Cc1ccc(NS(=O)(=O)c2ccc(C(=O)N3CCCN(C)CC3)cc2)cc1,?,-0.2%,3%,-5%,-3%,-17%,-9%,?,i
Cc1ccc(OCCC(=O)OCC(=O)NC(=O)NC2CCCCC2)cc1,6%,-0.6%,-27%,-6%,-12%,-16%,-6%,0%,i
CCC(=O)N1c2ccccc2CC1C(=O)N1CCN(c2cccc(Cl)c2)CC1 (centres undefined),-2%,-1.0%,10%,1%,.,.,6%,.,i
N#CC(C#N)=C1C=CC=CN1/C(=C\c1ccco1)C(=O)c1ccc(-c2ccccc2)cc1,?,22%[9.22 µM],7.1µM*,11µM*,-2%,?,?,3.3µM*,?
OCC1OCOC2C(CO)OCOC12 (centres undefined),2%,0.7%,0%,1%,-10%,7%,0%,3%,i
COc1ccc(C(=O)N/C(=C/c2cccs2)C(=O)NCCCn2ccnc2)cc1OC,-2%,-0.9%,6%,3%,6%,.,2%,-15%,i
Cc1ccc2c(c1C)C(=O)C(=O)N2,14%,2.9%,-2%,4%,-5%,-27%,-24%,-3%,i
COc1ccc(NC(=O)c2cccc([N+](=O)[O-])c2)cc1,-10%,5.5%,-6%,0%,-2%,?,-4%[11.3 µM],-3%,i
NC(=O)NC(=O)CSc1nc2cc([N+](=O)[O-])ccc2n1-c1cccc(C(F)(F)F)c1,?,2.5%,-9%,-21%,25%,?,-17%,?,i
COc1ccc(/C=C\C(=O)Oc2cccc(/C=N/NC(=O)Cc3ccc(OC)c(OC)c3)c2)cc1,-5%,9.8%,?,4%,3%,?,50%[activator],-3%,i

# An excerpt; the hit share may differ from the screen's.
